# Screening results from PubChem.
# AI-2 QS modul: modulates the Vibrio harveyi AI-2 quorum sensing system; activity change, % at 7.5 µM; Vibrio harveyi JMH597 AI-2 luminescence/OD600 ratio, 9 h; stronger effect = lower value; strain lacks LuxN and CqsS sensors; 0 = neutral-control median; actives 0.4% (n = 300,000); in the data active = activity change below about -75%, passing the limit was not always enough; inconclusive = no clear call, values can overlap the other calls;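 note: luminescence divided by OD600 gain over 9 h not by final OD600 alone; inactives centre near 13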
# aSyn UTR inh: MLPCN primary screen, SNCA 5' untranslated region | alpha-synuclein 5'UTR reporter, inhibitor activity | inhibition, % (tested at 7.5 µM) | actives 0.82% (n = 300,000) | AID 1813; in the data active = inhibition above about 60%; inconclusive = no clear call, values can overlap the other calls;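 note: H4 neuroglioblastoma cells stably carrying SNCA 5'UTR luciferase fusion; 0% = DMSO wells and 100% = positive control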
# HSF1 inh: HSF1 inhibition; actives 0.77% (n = 300,000); NIH3T3-HGL HSE-luciferase, MG132-induced, luminescence 8 h; stronger effect = lower value; AID 2098; activity change, negative = inhibition, % at 7.5 µM (by protocol);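 active = more than half of replicate wells show activity change below -50%, luminescence cut by over half; inconclusive = some wells, but at most half, below -50%; inactive = no replicate well below -50%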;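 note: luciferase reports HSF-1 transcriptional activity via heat shock element; 0% = median of DMSO wells and -100% = zero luminescence signal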
# PolyA inh: yeast polyadenylation inhibition; S. cerevisiae SKY197-pL101 polyadenylation reporter, beta-gal luminescence; efflux-impaired pdr1/pdr3 knockout yeast; score 100 = 6 SD above DMSO; calls only at 12 µM; actives 0.02% (n = 300,000); AID 1875;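 active = lowest replicate activity score at least 50, where 100 means six control SD above control mean; inconclusive = lowest score under 50 but half or more replicates reach 50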;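 note: yeast exposed to compound for 9 h at 30 °C; higher score means more reporter readthrough which indicates perturbed polyadenylation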
# GSK3 alpha inh: blocks human GSK-3 alpha kinase; actives 0.1% (n = 320,000); P49840; ADP-Glo luminescence, 60 min; inhibition, % at 10 µM;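 in the data active = inhibition above about 50%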;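 note: GST-tagged GSK-3 alpha with peptide substrate and 25 µM ATP; 0% = DMSO neutral wells and 100% = GW8510 positive control wells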
# Target sequence (P49840 whole entry, looked up): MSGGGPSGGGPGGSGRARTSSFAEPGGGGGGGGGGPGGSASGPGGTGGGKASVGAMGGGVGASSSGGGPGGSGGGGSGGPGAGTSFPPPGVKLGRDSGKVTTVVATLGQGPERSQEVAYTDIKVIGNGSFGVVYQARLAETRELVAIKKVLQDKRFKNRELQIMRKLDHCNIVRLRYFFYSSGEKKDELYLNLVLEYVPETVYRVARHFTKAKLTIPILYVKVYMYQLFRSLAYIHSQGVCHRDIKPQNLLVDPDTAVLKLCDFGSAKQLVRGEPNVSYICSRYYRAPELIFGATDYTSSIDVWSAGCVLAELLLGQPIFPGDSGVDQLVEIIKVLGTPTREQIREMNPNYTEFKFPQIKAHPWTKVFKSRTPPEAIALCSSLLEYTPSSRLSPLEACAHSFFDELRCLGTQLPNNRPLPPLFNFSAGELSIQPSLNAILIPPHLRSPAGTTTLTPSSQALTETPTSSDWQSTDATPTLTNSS
# KLF5 inh: inhibitors of KLF5 expression; DLD-1 KLF5 promoter-luciferase reporter, luminescence; inhibition, % at 5 µM; actives 0.23% (n = 290,000);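 active = inhibition above a per-plate limit of that plate's mean compound inhibition plus 3 SD, cut at about 60% in these data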;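 note: 0% = DMSO wells and 100% = LY294002 at 200 µM; higher means less KLF5 promoter-driven luciferase light; inactives centre near -14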
# IEC-6 cytotox: IEC-6 cytotoxicity, counter-screen for KLF5 inhibitors | luminescence viability | inhibition, % at 5 µM | actives 0.78% (n = 290,000) | AID 1825; in the data active = inhibition above about 22%;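 note: 0% = plate median of test compound wells and 100% = cytotoxic reference compound wells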
# GSK3B inh: inhibitors of human GSK3beta kinase; P49841; GST-GSK3beta kinase, ADP-Glo luminescence, 60 min; stronger effect = lower value; activity score (negative = inhibition), % at 10 µM; actives 0.038% (n = 300,000);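 active = more than half of replicate wells score below -50%, meaning over 50% inhibition versus plate controls; inconclusive = some replicates but at most half score below -50%; inactive = no replicate scores below -50%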;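 note: 0% = median DMSO wells and -100% = median GW8510 positive control wells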
# Target sequence (P49841 whole entry, looked up): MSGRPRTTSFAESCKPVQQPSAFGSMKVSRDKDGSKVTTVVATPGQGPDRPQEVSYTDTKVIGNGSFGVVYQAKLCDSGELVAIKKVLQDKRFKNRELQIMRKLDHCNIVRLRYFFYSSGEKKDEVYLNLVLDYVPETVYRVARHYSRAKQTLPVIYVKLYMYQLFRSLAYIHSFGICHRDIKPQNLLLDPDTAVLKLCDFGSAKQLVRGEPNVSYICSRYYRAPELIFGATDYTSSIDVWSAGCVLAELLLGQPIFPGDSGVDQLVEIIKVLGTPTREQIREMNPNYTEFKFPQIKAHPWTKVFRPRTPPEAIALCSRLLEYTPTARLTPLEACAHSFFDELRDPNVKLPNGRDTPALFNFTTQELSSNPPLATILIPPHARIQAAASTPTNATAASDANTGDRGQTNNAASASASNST
#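 test system = GST-tagged human GSK3beta kinase, cell-free | reagent = 25 µM ATP with peptide substrate | dosing = one dose of 10 µM per compound | schedule = 60 min reaction, RT | detection = luminescent ADP-Glo measurement of ADP formed | control set = DMSO neutral wells and GW8510 at 20 µM as positive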
# HSF-1 act: increases HSF-1 driven luciferase reporter signal | NIH3T3-HGL HSF-1 luciferase reporter, MG132, 8 h; 100% = twice DMSO control signal | activation, % at 9 µM | actives 1.7% (n = 300,000) | AID 504408;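 active = mean replicate activation of at least 50% with a set share of replicates each reaching 50%; inconclusive = only one of those two conditions met; inactive = mean below 50% and too few replicates reaching it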;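 note: 0% = median of the neutral control wells and 100% = twice that signal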
# HSP90 inh: blocks HSP90-mediated luciferase refolding in reticulocyte lysate. actives 0.91% (n = 290,000). Rabbit reticulocyte lysate, luciferase refolding luminescence, 3 h. AID 1789. inhibition, % at 5.6 µM;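 active = inhibition above the screen-wide mean plus 3 SD, computed separately per campaign, cut at about 16% in these data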;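 note: 0% = DMSO wells and 100% = 60 µM geldanamycin wells; inhibitors lower the luminescence because luciferase stays unfolded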
# Numbers without * were called inactive; i = inactive; ? = inconclusive; nt = not tested or not shown. Only part of the results is shown. The share of hits here may be higher or lower than overall.
SMILES,AI-2 QS modul,aSyn UTR inh,HSF1 inh,PolyA inh,GSK3 alpha inh,KLF5 inh,IEC-6 cytotox,GSK3B inh,HSF-1 act,HSP90 inh
O=S(=O)(Nc1ncnc2c1oc1ccccc12)c1ccc(Cl)s1,13.8,2.2,7.2,i,nt,nt,nt,1.3,13.1,nt
CCOc1ccc(C(=O)OCc2nnc(-c3cccs3)o2)cc1OC,10.3,18.8,-2.6,i,-1.0,-15.1,-0.9,-0.1,-6.4,1.2
CC(=O)Nc1cccc(Oc2nc(C)cc(C)c2C#N)c1,7.9,14.9,-2.6,i,-1.1,-8.0,2.0,0.9,2.4,1.5
CC(=O)Nc1ccc(N(C(=O)c2ccco2)C(C(=O)NC2CCCCC2)c2ccccc2)cc1 (stereo unspecified),7.3,-14.0,-3.4,i,-1.1,-19.6,2.3,-0.9,-17.2,2.2
Cc1ccc(-n2ncc(N(C)C)c(Cl)c2=O)cc1,13.0,-2.3,16.6,i,-1.0,-216.4,0.0,1.8,43.6,13.5
COc1ccc(-n2ncc3c2CC(C)(C)CC3NC(=O)CSc2ccccn2)cc1 (stereo unspecified),21.5,14.0,0.7,i,0.0,-15.2,-9.1,2.1,-0.7,-0.9
CC(=O)Nc1c2c(nn1-c1ccccc1C)CSC2,20.1,-21.7,-4.2,i,-1.3,-9.9,-7.0,-1.4,-8.6,-11.8
O=C(Nc1ccc(F)c(Cl)c1)C1CCN(S(=O)(=O)c2cccnc2)CC1,-93.8*,-1.7,-56.8*,i,-0.5,-19.5,-6.6,3.2,-66.5,-2.8
O=C(O)c1ccc(N/N=C/c2cccc(F)c2)cc1,-78.7*,-27.7,-7.3,i,nt,-158.5,1.6,-3.1,-10.9,2.6
CCNC(=S)N/N=C/c1ccc(OCCOc2ccccc2C)cc1,29.9,-15.1,-16.9,i,0.6,-27.6,0.4,0.2,-10.7,-0.1

# Single records (already shown). Values in the order: AI-2 QS modul	aSyn UTR inh	HSF1 inh	PolyA inh	GSK3 alpha inh	KLF5 inh	IEC-6 cytotox	GSK3B inh	HSF-1 act	HSP90 inh
# `O=C(Nc1ccc(F)c(Cl)c1)C1CCN(S(=O)(=O)c2cccnc2)CC1` in the list: -93.8*	-1.7	-56.8*	i	-0.5	-19.5	-6.6	3.2	-66.5	-2.8
# `CC(=O)Nc1cccc(Oc2nc(C)cc(C)c2C#N)c1` in the list: 7.9	14.9	-2.6	i	-1.1	-8.0	2.0	0.9	2.4	1.5

# Carrying on.
SMILES,AI-2 QS modul,aSyn UTR inh,HSF1 inh,PolyA inh,GSK3 alpha inh,KLF5 inh,IEC-6 cytotox,GSK3B inh,HSF-1 act,HSP90 inh
COc1ccc(NS(=O)(=O)c2ccc(S(=O)(=O)N(C)C)cc2)cc1S(N)(=O)=O,4.0,4.8,-4.5,i,-1.9,3.2,-3.3,3.9,14.9,6.5
COC(=O)c1c(C(=O)OC)c(-c2ccc(F)cc2)n2c1CS(=O)(=O)C2,29.5,17.9,-4.8,nt,0.8,-11.9,-5.6,-1.3,-3.9,7.2
COc1ccc(C(=O)NC2CCCCCCC2)cc1OC,8.5,nt,nt,i,-0.6,nt,nt,-0.1,nt,nt
COc1ccccc1NC(=O)CN(Cc1ccco1)C(=O)c1ccc(=O)[nH]c1,18.0,-2.6,-6.8,i,0.6,-13.9,-0.6,0.5,-7.3,2.2
COc1ccccc1NC(=O)NC1(C(=O)N2CCOCC2)CCCCC1,2.2,13.4,-3.8,i,0.1,9.8,0.7,-0.4,-26.9,-0.6
O=C(Nc1ccc2nc3ccccc3nc2c1)c1ccc(Br)cc1,18.8,-26.2,8.9,i,-2.1,-14.2,-1.4,-0.5,6.7,-3.9
Nc1nnc(CC(=O)N/N=C/c2ccccc2OCc2ccccc2F)s1,17.3,14.5,-1.1,i,-1.2,-2.9,0.3,-2.5,13.6,7.6
Cc1cc(C)c(NC2=NCC(=O)N2C2CCCCC2)c(C)c1,21.3,18.8,-3.0,i,-6.7,-2.6,3.1,2.6,-8.8,-0.4
CCNc1nc2c(c(=O)[nH]c(=O)n2C)n1CCCc1ccccc1,25.1,-6.9,-6.1,i,-2.2,-48.6,0.0,-1.0,6.9,-0.2
S=c1[nH]nc(-c2ccc3ccccc3n2)n1Cc1ccccc1,16.7,11.5,-3.2,i,-4.1,-42.4,4.6,2.6,4.6,-0.8
COc1ccc(C(C)=O)cc1CSc1nc2cc(Cl)ccc2o1,25.6,-1.3,15.6,i,3.1,-1.0,-0.6,-0.4,26.0,0.7
Cc1nc(-c2cccc(N)c2)cs1,12.0,-63.2,-10.0,i,4.5,-2.7,3.6,-2.9,-12.3,-0.3
Cc1cccc(NC(=O)CSc2nnc(CNC(=O)c3ccco3)o2)c1C,21.7,24.0,-0.1,i,-1.2,-23.0,0.8,nt,0.2,-1.1
O=C(NCCCc1ccccc1)Nc1ccccc1,-23.8,-35.7,2.4,i,-1.8,-28.6,-2.4,1.0,11.0,1.0
CCCCC(C)n1[nH]c(=O)cc1N (stereo unspecified),19.1,-6.9,3.3,i,-2.8,-22.8,-5.0,3.7,10.6,2.4
COc1cc(CN(C(=O)c2cccs2)C2CCS(=O)(=O)C2)cc(OC)c1OC (stereo unspecified),7.3,-5.6,-1.3,i,nt,-5.0,-1.5,1.5,3.0,3.0
CCC(=O)Nc1nnc(S(=O)(=O)N2CCCc3ccccc32)s1,0.8,-9.2,-5.7,i,-1.3,-27.1,3.4,-1.0,9.1,2.1
O=C(CCc1ccc(S(=O)(=O)N2CCOCC2)cc1)NCCc1ccccn1,9.1,19.4,-5.3,i,1.0,-4.8,1.2,-0.1,5.0,2.8
COc1cc2c(cc1OC)C(C(=O)Nc1ccccn1)C(c1cccnc1)N(C)C2=O (stereo unspecified),18.2,-25.5,-3.5,i,-0.6,-8.0,-5.3,-0.3,-7.3,-0.2
O=C(COc1ccc(Cl)cc1Cl)Nc1ccc(C(=O)Nc2ccccc2C(=O)O)cc1,20.2,-49.0,-0.2,i,-0.5,-2.6,0.4,0.0,-0.1,-5.5
Cc1cc(F)ccc1S(=O)(=O)NCC1CC2CCC1C2 (stereo unspecified),-1.7,9.2,-2.0,i,-0.5,-17.8,-2.2,-0.9,-4.4,3.6
CCOCCCNC(=O)C1CCN(S(=O)(=O)N2CC(C)CC(C)C2)CC1 (stereo unspecified),14.9,15.8,-2.2,i,-2.4,-22.7,-2.9,2.3,-11.3,5.0
Cn1cnc(S(=O)(=O)NC2CCN(Cc3c(F)cccc3Cl)CC2)c1,14.1,-3.1,-8.6,i,-2.5,-20.4,-7.8,3.8,-10.7,0.1
COC(=O)c1ccc(Oc2nc(C)cc(Oc3ccccc3)n2)cc1,2.5,-0.5,8.0,i,2.1,-5.5,-2.2,1.8,-3.0,0.4
Nc1nc(Nc2cccc(Cl)c2)nc(NCCO)c1[N+](=O)[O-],10.6,39.9,4.3,i,72.6*,0.1,-7.9,-50.4*,19.4,4.1
O=C(CSCC(=O)N1CCOCC1)Nc1nc(-c2ccccc2)cs1,3.0,-54.0,9.3,i,-1.9,-31.8,3.2,0.2,12.4,-3.8
COC(=O)C1=C(N)N(c2ccc(F)cc2)C2=C(C(=O)CCC2)C1c1ccc2c(c1)OCO2 (stereo unspecified),23.7,2.2,14.4,i,0.2,-26.4,2.5,-5.2,14.3,1.2
C/C(Cl)=C/Cc1c(C)[nH]c2ccc(C)cc2c1=O,-0.3,-33.6,24.1,i,-0.7,-10.6,7.5,-2.9,58.2*,-0.1
O=C1/C(=N\S(=O)(=O)c2cccs2)C([n+]2ccccc2)=C([O-])c2ccccc21,-2.7,50.1,2.8,i,-1.0,-29.0,-6.7,1.8,17.0,9.3
O=C(Nc1cccc(F)c1)Nc1ccnn1C1CCN(C(=O)c2ccccn2)CC1,17.0,-36.4,-1.1,i,-2.4,-19.1,-1.8,1.2,-2.6,-2.4
N#CC1=C2N=C(N)c3ccccc3N2C2=C(C(=O)CCC2)C1c1ccc(Cl)cc1 (stereo unspecified),7.7,10.4,15.8,i,-0.7,6.5,3.5,-0.2,19.3,5.7
COc1cccc(/C=C/C(=O)OCC(=O)NCCc2ccccc2)c1,-1.7,-28.7,1.2,i,-5.1,-13.4,0.1,2.1,18.4,1.2
Cc1noc(C)c1S(=O)(=O)N(CC(=O)NCCc1ccccc1)c1ccc(C(C)C)cc1,11.7,1.5,18.3,i,-1.5,-14.7,-5.8,2.4,40.1,9.9
Cc1ccc(C(=O)NCC(=O)OCC(=O)Nc2cc(S(=O)(=O)N3CCOCC3)ccc2C)cc1,18.2,-0.9,0.1,i,-2.0,nt,nt,-0.9,-3.8,nt
O=C(NNC(=O)c1ccccc1OCc1ccccc1)c1ccccc1F,6.9,-85.1,6.0,i,-1.7,-92.1,3.3,-2.9,19.4,-1.9
COc1cc(/C=N/Nc2nc(Nc3ccccc3)nc(N3CCOCC3)n2)ccc1OC(=O)c1ccco1,2.1,-38.8,-13.9,i,nt,-25.6,1.3,-1.2,-14.3,-3.0
CCOc1ccc(NC(=S)Nc2cccnc2)cc1,15.7,-33.5,-23.4,i,-1.6,-37.3,0.4,0.4,-24.4,3.8
COc1ccc(S(=O)(=O)N2CCCC(C(=O)O)C2)cc1Cl (stereo unspecified),-2.6,7.2,-3.5,i,-1.1,-30.9,-1.9,0.2,14.3,-1.9
CCONC(=O)Nc1ccccc1,13.4,2.5,-2.7,i,-0.2,0.9,-1.6,-5.5,-9.1,-1.9
CCOC(=O)c1cc2c(ccn2-c2ccc(F)cc2)n1CC(=O)N1CCN(C(=O)c2ccco2)CC1,-0.7,-29.4,-9.6,i,-1.7,0.8,2.9,-4.9,-11.9,0.9
CCOC(=O)c1ccc(NC(=O)C2(c3ccccc3)CCCC2)cc1,10.8,26.5,-2.8,i,2.9,-16.2,-0.9,0.2,-3.5,-0.7
COc1ccc(C(=O)NCc2csc(C)n2)cc1OC1CCN(C(C)=O)CC1,22.9,1.4,-1.4,i,-2.0,-2.8,3.6,1.0,-15.8,0.8
COC(=O)C1=C(C)NC(=O)/C1=C\c1cc(C)n(-c2ccc(F)cc2)c1C,19.5,-1.2,0.6,i,-0.4,-14.5,-3.9,-4.4,6.7,3.0
CCc1ccc2[nH]c(=O)c(CN(Cc3nnnn3C3CCCC3)C3CCCCC3)cc2c1,23.2,-69.7,0.0,i,-2.3,-9.6,0.9,-1.6,-2.8,-3.4
O=C(CNc1ccccc1)N/N=C/c1ccc([N+](=O)[O-])o1,?,-24.3,12.6,i,-1.2,-20.2,-3.3,-3.7,15.7,4.2
COc1ccc(-c2c(C)nc3c(-c4ccsc4)cnn3c2N)cc1,16.9,-39.3,-18.6,i,-0.1,-198.6,0.9,-7.9,-21.2,7.5
CCCCC(=O)Nc1ccc(N2CCCC2)cc1,-0.9,-3.1,-5.4,i,-1.1,1.8,0.2,-2.3,-5.1,3.4
